# Compound activity: PubChem, National Center for Advancing Translational Sciences (NCATS)
# APE1 inh: APE1 (human) endonuclease inhibition; P27695; recombinant APE1, TAMRA/BHQ-2 abasic DNA cleavage fluorescence; Potency, µM (titrated, usually from 65.8 µM), without a hit: at the highest dose activity change, negative = inhibition, usual class: inhibitors; 0.35% of 350,000 active; AID 2517;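 note: potency is the fitted concentration of half-maximal effect; plate controls were vehicle for no effect and reference inhibitor for full effect; nearly all actives have a fitted effect of over 55% in size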
# Target sequence (P27695 whole entry, looked up): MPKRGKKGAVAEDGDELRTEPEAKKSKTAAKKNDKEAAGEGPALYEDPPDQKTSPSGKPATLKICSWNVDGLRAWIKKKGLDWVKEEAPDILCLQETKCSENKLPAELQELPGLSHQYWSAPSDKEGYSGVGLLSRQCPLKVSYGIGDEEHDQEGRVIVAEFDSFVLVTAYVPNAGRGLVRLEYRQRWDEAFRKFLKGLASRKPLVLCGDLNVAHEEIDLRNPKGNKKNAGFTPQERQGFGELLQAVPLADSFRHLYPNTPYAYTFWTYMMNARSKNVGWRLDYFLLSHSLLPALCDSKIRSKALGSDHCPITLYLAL
#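 0.75 nM APE1 + cpd, 15 min RT; start w/ 50 nM TAMRA/BHQ-2 THF-abasic dsDNA; kinetic fluor 525/598 nm ×3 reads @60 s; Δ(read3−read1); normalized to DMSO and NSC13755 control wells.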
# Pol kappa inh: inhibitors of human DNA polymerase kappa; Q9UBT6; purified Pol kappa, fluorescent DNA synthesis assay, 10 min; Potency, µM (top dose mostly 107 µM), for inactives: at the top dose activity, negative = inhibition, actives largely listed as inhibitors; 0.53% of 400,000 active; note: potency is the fitted concentration of half-maximal effect; % is set by controls: 0 for no effect and ±100 for the full control effect
#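 Kinetic fluorescence readout at 0 and 10 min followed reaction start with substrate at 50 nM final. Beforehand, enzyme (10 nM Pol kappa) stood 15 min with compound at room temperature; buffer-only wells were negative controls.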
# BLM inh: inhibitors of human Bloom syndrome helicase BLM | Potency, µM (series often up to 56.1 µM), for the others: top-dose activity change, negative = inhibition, hits mostly inhibitors | AID 2528 | P54132 | recombinant BLM DNA unwinding, fluorescence dequenching | 0.2% of 350,000 active;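 note: potency is the fitted concentration of half-maximal effect; plate controls were vehicle for no effect and no enzyme for full effect; nearly all actives have a fitted effect of over 35% in size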
# Pol iota inh: DNA polymerase iota (human) inhibition | 1% of 390,000 active | Potency, µM (doses to about 115 µM), for inactives: top-dose activity, negative = inhibition, actives largely listed as inhibitors | Pol iota fluorescent replication assay, 10 min | AID 588590; note: potency is the fitted concentration of half-maximal effect
#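 Fluorescent replication assay read twice, at 0 min and 10 min after adding 50 nM (final) substrate. Enzyme (10 nM) and compounds were first incubated 15 min at room temperature; enzyme-free buffer wells were negative controls.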
# Anesthetic bind: candidate novel general anesthetic via apoferritin binding; P02791; apoferritin/1-aminoanthracene competitive binding, fluorescence; Potency, µM (titrated, usually from 77.5 µM), for inactives: at the top dose activity change, negative = displacement, usual class: inhibitors; 0.074% of 350,000 active; AID 485281; note: potency is the fitted concentration of half-maximal effect; % is set by controls: 0 for no effect and ±100 for the full control effect; nearly all actives have a fitted effect of over 20% in size
# Target sequence (P02791 2-175 limits assumed): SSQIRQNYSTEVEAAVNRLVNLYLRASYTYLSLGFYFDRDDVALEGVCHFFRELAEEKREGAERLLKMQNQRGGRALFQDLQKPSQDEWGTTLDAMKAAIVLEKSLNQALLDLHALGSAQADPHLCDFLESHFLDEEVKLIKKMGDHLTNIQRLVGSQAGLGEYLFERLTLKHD
#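 Probe: 1-aminoanthracene (50% saturated, PBS). Protein: horse-spleen apoferritin, 10 uM. Incubation: 10 min, room temperature. Detection: 380 nm excitation, 535 nm emission. Analysis: normalized response, four-parameter Hill.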
# Pol eta inh: DNA polymerase eta (human) inhibition | Q9Y253 | recombinant Pol eta, fluorescent DNA replication assay | Potency, µM (series often up to 114 µM), for inactives: at the top dose activity change, negative = inhibition, hits mostly inhibitors | 1.2% of 390,000 active; note: potency is the fitted concentration of half-maximal effect; % is set by controls: 0 for no effect and ±100 for the full control effect
#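 Fluorescent replication assay: 50 nM final substrate added after a 15 min room-temperature compound preincubation with 10 nM enzyme. Signal taken at 0 min and again at 10 min.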
# Pol beta inh: blocks human DNA polymerase beta activity | 1.3% of 340,000 active | Pol beta primer extension/strand displacement, fluorescence kinetic | Potency, µM (doses to about 114 µM), for inactives: at the highest dose activity change, negative = inhibition, most hits filed as inhibitors | AID 485314; note: potency is the fitted concentration of half-maximal effect; % is set by controls: 0 for no effect and ±100 for the full control effect
#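 Pol beta (10 nM) was preincubated with compound for 15 min at room temperature. The reaction was then started with 50 nM substrate and read immediately and after a further 10 min at room temperature.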
# RXFP1 antag: antagonists of human relaxin receptor RXFP1. Q9HBX9. HEK293-RXFP1, relaxin-stimulated cAMP HTRF, 30 min; stronger effect = lower value. activity change, negative = inhibition, % at 57.5 µM. 0.59% of 350,000 active;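 active = activity change of -60% or lower, but not beyond a set lower limit; inconclusive = change between -60% and -40%, or beyond the set limit; inactive = change above -40%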; note: % is set by controls: 0 for no effect and ±100 for the full control effect
# Tb PGK inh: blocks T. brucei phosphoglycerate kinase. P07378. PGK/GAPDH coupled, Kinase-Glo luminescence, 60 min. Potency, µM (series often up to 57.5 µM), without a hit: at the highest dose activity change, negative = inhibition, hits mostly inhibitors. 0.043% of 380,000 active. AID 602233; note: potency is the fitted concentration of half-maximal effect; % is set by controls: 0 for no effect and ±100 for the full control effect; nearly all actives have a fitted effect of over 60% in size
# Target sequence (P07378 whole entry, looked up): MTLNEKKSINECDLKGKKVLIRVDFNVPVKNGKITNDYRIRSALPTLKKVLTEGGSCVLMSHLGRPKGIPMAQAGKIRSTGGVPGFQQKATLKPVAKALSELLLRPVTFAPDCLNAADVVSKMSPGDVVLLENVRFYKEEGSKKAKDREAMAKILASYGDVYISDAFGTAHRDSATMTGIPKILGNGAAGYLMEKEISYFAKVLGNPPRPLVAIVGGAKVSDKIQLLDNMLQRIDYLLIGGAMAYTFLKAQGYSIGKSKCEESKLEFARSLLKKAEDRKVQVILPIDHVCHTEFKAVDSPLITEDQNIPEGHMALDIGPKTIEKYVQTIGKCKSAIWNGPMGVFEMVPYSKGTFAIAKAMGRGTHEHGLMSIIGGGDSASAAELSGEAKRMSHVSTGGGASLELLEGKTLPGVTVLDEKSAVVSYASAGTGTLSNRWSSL
#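 Luminescent ATP detection (Kinase-Glo Plus) follows a 60-minute room-temperature incubation, with wells lacking PGK as controls. Buffer: 100 mM TEA (pH 7.6), 5 mM MgCl2, 0.01% Tween-20. Coupling enzyme GAPDH (100 nM final) supplies unstable 1,3-BPG in-well.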
# The depositor's hits bear a star; i = inactive; ? = inconclusive; · = no result given; [ ] = another dose, or the depositor's remark. Unless noted, calls come from the whole dose curve; as a rule, active = well fitted curve in the direction sought with a large enough effect; inconclusive = small, poorly fitted or top-dose-only effect, or another doubt; inactive = no such curve, though single readings can be large; an effect the other way counts as inactive or inconclusive. A portion of the library. The share of hits here may be higher or lower than overall.
SMILES,APE1 inh,Pol kappa inh,BLM inh,Pol iota inh,Anesthetic bind,Pol eta inh,Pol beta inh,RXFP1 antag,Tb PGK inh
COC(=O)c1sccc1NC(=O)Cn1nnc(-c2ccccc2C)n1,?,-9%,-5%,-19%,-2%,-14%,1%,15,-1%
CCc1ccc(NC(=O)CCc2nnc3n(C)c(=O)c4sccc4n23)cc1,·,-5%,-2%,0%,-1%,3%,0%,·,i
CN1CCN(C(=S)c2cn(CCOc3ccccc3F)c3ccccc23)CC1,2%,3%,-4%,148%[activator],-21%,-17%,-3%,-20,-6%
Cc1cccc(NC(=O)CCC(=O)NCCO)c1,6%,-4%,-13%,-1%,3%,-6%,-2%,2,-10%
O=C(Nc1ccccc1)c1ccc(N2CCN(c3ccccn3)CC2)c(S(=O)(=O)N2CCOCC2)c1,-3%,-12%,-8%,89µM*,7%,-18%,-20%,-1,2%
COC(=O)CN(c1ccccc1OC)S(=O)(=O)c1ccccc1,7%,0%,-3%,23%,-4%,-4%,-21%,-4,4%
CCc1nnc(NC(=O)c2cc(=O)c3cc(C)ccc3o2)s1,·,17%,1%,13%,0%,-8%,43%,-7,-2%
COc1ccc(Nc2cc(C(=O)NCCCN3CCN(C)CC3)c3ccccc3n2)cc1OC,-3%,-8%,0%,9%,-9%,-1%,-1%,-2,-1%
CC(C)CNC(=O)c1cccc(NC(=O)C2CCCO2)c1 (stereo not given),?,0%,-1%,0%,14%,-11%,-21%,-15,-3%
CN(C)CCCOC(=O)c1ccccc1,6%,6%,0%,16%,-13%,8%,7%,-16,-5%
CCCCOC(=O)CSc1nc2c(cc1C#N)C(=O)CC(C)(C)C2,-2%,-12%,-2%,12%,?,-11%,-15%,-3,-3%
Cc1cccc(C)c1NS(=O)(=O)c1c(C(=O)N2CCCCC2)c(C)n(C)c1C,55%[activator],14%,2%,-12%,2%,-9%,1%,1,i
O=C(Cn1cc(S(=O)(=O)Cc2ccccc2Cl)c2ccccc21)NCc1ccccc1Cl,·,-17%,-2%,-27%,44%[activator],-7%,-18%,6,4%
COCc1c(C(=O)OCC(=O)N2c3ccccc3CC2C)oc2ccccc12 (stereo not given),2%,-28%,-3%,11%,?,5%,-3%,3,-5%
Cn1c(=O)c2c(nc(SCc3ccc(C(=O)O)cc3)n2C)n(C)c1=O,9%,-17%,-5%,?,2%,-12%,-1%,9,-2%
CCNC(=O)COC(=O)c1cc(C)n(-c2ccccc2)c1C,-2%,7%,0%,19%,-6%,-7%,4%,9,-3%
COc1ccc([C@H]2CC(=O)C=C(c3ccc(-c4ccccc4)cc3)C2)cc1OC,-11%,-2%,·,-1%,·,-10%,·,·,2%
O=C(NCCN1CCNCC1)c1ccccc1O,·,2%,·,10%,·,-1%,·,2,-1%
CCOC(=O)/C=c1\s/c(=C\c2ccc3cc(OC)ccc3c2)c(=O)n1CC(=O)NCc1ccc2c(c1)OCO2,2%,-2%,-9%,55%[activator],1%,1%,37%,-14,-7%
C=CCc1cccc(/C=N/NC(=O)COc2ccc(-n3cnnn3)cc2)c1O,-2%,-1%,-12%,27%,0%,-9%,?,-34,-2%
COc1ccc2cc(S(=O)(=O)N3CCCC(C)C3)ccc2c1 (stereo not given),-15%,-7%,-9%,37%[activator],-10%,-28%,-3%,-2,-9%
CN(C)C(C)(C)C#CCCCCC#CC(C)(C)N(C)C,8%,-1%,4%,-8%,-12%,8%,0%,-1,-6%[11.5 µM]
CN1CCN(C(=O)c2ccccc2NC(=O)Cc2ccccc2)CC1,-18%,-7%,0%,10%,-8%,-6%,19%,-5,i
COc1cccc(N2CCN(C(=O)c3ccc(CS(=O)c4ccccc4Cl)o3)CC2)c1 (stereo not given),55%[activator],11%,-1%,7%,-17%,-14%,1%,4,i
CCc1ccc(NC(=O)C(=O)NCCN2CCN(Cc3ccc([N+](=O)[O-])cc3)CC2)cc1,1%,-8%,-2%,6%,-4%,-4%,32%,-4,3%
O=C(/C=C/c1ccccc1Cl)NCc1cccs1,2%,-7%,-5%,19%,0%,4%,14%,-3,1%
CC(C(=O)NCc1ccco1)n1cc([N+](=O)[O-])cn1 (stereo not given),-9%,-9%,-3%,58%[activator],-3%,-4%,5%,-2,-2%
Cc1cccc(CNC(=O)Cc2ccc(NC(=O)N3CCCCc4ccccc43)cc2)c1,·,0%,-2%,30%,-3%,-21%,16%,·,1%
Cc1ccc(N/N=C/c2c(O)cc(C)oc2=O)cc1,-3%,0%,-1%,-15%,-22%,-12%,15%,2,i
COc1ccc2cc3cc(C(=O)NC4CC4)sc3nc2c1,5%,-4%,-1%,-20%,-20%,-3%,79µM*,0,-27%
O=C(O)C1(NS(=O)(=O)c2ccc(F)c(Cl)c2)CCCCC1,2%,-7%,-4%,-7%,-5%,3%,-22%,8,5%
CC1CCCCN1C(=O)CCn1c(=O)oc2ccccc21 (stereo not given),12%,8%,-4%,32%,-3%,-6%,-7%,0,-1%
COc1cccc(NC(=O)Cn2c(=O)n(Cc3ccc(C(=O)NCc4ccc5c(c4)OCO5)cc3)c(=O)c3ccccc32)c1,·,6%,-8%,30%,-4%,-6%,25%,·,-3%
COc1ccc(-c2cc(-c3ccccc3)c(C#N)c(S(C)=O)n2)cc1 (stereo not given),5%,-16%,-7%,17%,7%,-14%,0%,1,4%
CCc1ccc(CN2CCCC(C(=O)Nc3ccc(-c4cscn4)cc3)C2)o1 (stereo not given),-15%,-8%,-3%,19%,6%,-12%,4%,-16,-7%
Cc1cc(/C=N/NS(=O)(=O)c2ccc(F)c(Cl)c2)no1,11%,0%,-4%,8%,-4%,-18%,53%[activator],-3,-2%
COCCCC1CCN(C(=O)C2CCC(=O)N(CCc3cccc(F)c3)C2)CC1 (stereo not given),7%,-8%,-1%,12%,-2%,?,18%,-8,-9%
CCc1cc2c(NCCC(=O)O)nc(C)nc2s1,0%,0%,-2%,29%,-3%,4%,1%,2,i
CCOC(=O)C1CCCN(C(=O)Cn2cnc3c2c(=O)n(C)c(=O)n3C)C1 (stereo not given),27%,-3%,-4%,-7%,-12%,-16%,10%,1,-9%
CCOC(=O)c1c(-c2ccccc2)csc1NC(=O)CCN1CCOCC1,9%,-5%,-13%,10%,5%,-18%,17%,-8,-9%
CC(=O)Nc1ccc2nc(SCC(=O)NCCOc3ccccc3)sc2c1,3%,-21%,-7%,?,-6%,-14%,6%,-4,i
Cn1nc(C(=O)NNC(=O)Cc2ccc(S(=O)(=O)N3CCOCC3)s2)c2ccccc2c1=O,·,12%,·,8%,·,-17%,·,-1,i
Cc1ccc(C(=O)N2CCN3C(=O)c4ccccc4C23c2ccccc2)cc1 (stereo not given),12%,4%,-3%,87%[activator],-7%,-11%,36%,-8,i
CCOC(=O)[C@H]1[C@H]2COc3ccc(C)cc3[C@@H]2N2C(=O)c3ccc(Cl)cc3NC(=O)[C@@]12C,18%,-5%,·,?,·,-12%,·,·,0%
NS(=O)(=O)c1cccc(NC(=O)COC(=O)C2CCN(S(=O)(=O)c3cccs3)CC2)c1,-2%,-2%,-6%,25%,6%,-17%,-6%,-6,-8%
COc1ccc(S(=O)(=O)c2cc3cc(C(C)(C)C)cc(O)c3oc2=O)cc1,·,-10%,-12%,?,?,?,11%,·,5%
C=CCn1c(SCC(=O)N2CCN(c3ccc(F)cc3)CC2)nnc1-c1ccco1,-4%,4%,2%,-23%,-14%,-4%,0%,1,-4%
CCNS(=O)(=O)c1ccc(NC(=O)Nc2ccccc2OC)cc1,-7%,-6%,-8%,82%[activator],-19%,-17%,1%,4,9%
COc1ccccc1N1CCN(CCCCOc2ccc(C)cc2C)CC1,11%,2%,-2%,-14%,-14%,-3%,-2%,-11,-3%
CSCC[C@H](NC(=O)c1cccc(S(=O)(=O)N2CCCCC2)c1)c1nc2ccccc2[nH]1,-12%,-10%,·,21%,·,-12%,·,10,-4%
# (cont.)
SMILES,APE1 inh,Pol kappa inh,BLM inh,Pol iota inh,Anesthetic bind,Pol eta inh,Pol beta inh,RXFP1 antag,Tb PGK inh
CC(=O)NC(Cc1ccccc1F)C(=O)NC1CCN(S(=O)(=O)c2ccccc2)CC1 (stereo not given),67%[activator],-3%,-1%,104%[activator],7%,-18%,40%,-2,0%
COc1ccc(-c2c(C)c3ccc(O)cc3oc2=O)cc1,26%,-1%,-6%,-5%,600%[activator],-13%,10%,1,3%
c1cnc2ccc(C(c3nnnn3C3CCCC3)N3CCSCC3)cc2c1 (stereo not given),24%,-17%,-9%,21%,14%,-7%,21%,-1,-2%
COc1ccccc1-c1nc(C#N)c(N2CCN(c3ccccc3)CC2)o1,?,-4%,-5%,10%,-2%,0%,-6%,-19,-9%
CCOC(=O)c1[nH]n(-c2ccc(Cl)cc2)c(=O)c1C,-10%,-7%,-4%,6%,-19%,-17%,7%,-4,i
COc1cc(/C=N/NC(=O)CCn2c3ccccc3c3ccccc32)cc(OC)c1OC,-2%,-5%[60.1 µM],4%,15%,-9%,-5%,13%,4,11%
